Screens as filed in PubChem.
NR5A2 inv ag: suppresses constitutive activity of human LRH-1; O00482; 360,000 tested, 0.13% active; AID 602396; inhibition, % at 3.6 µM; HEK293T StAR-luciferase reporter, LRH-1 transfected, 24 h;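 active means inhibition above the mean inhibition of all tested compounds plus 3 SD, cut at about 73% in these data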;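 further: 0% = DMSO wells and 100% = reporter-only cells lacking LRH-1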
MC4R ag barr: agonists of human melanocortin 4 receptor (MC4R) beta-arrestin | activation, % at 8.9 µM | P32245 | U2OS MC4R beta-arrestin complementation, luminescence; percent of melanotan II response, DMSO zero | 360,000 tested, 0.98% active | AID 540308;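 active means activation above a per-plate cutoff, the mean activation of sample wells on that plate plus 3 SD, cut at about 8% in these data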
NCOA3 inh: inhibitors of human steroid receptor coactivator 3 (SRC3); Q9Y6Q9; inhibition, % at 3.6 µM; 360,000 tested, 0.17% active; HEK293 GAL4-SRC3 luciferase reporter, luminescence;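 active means inhibition above a per-campaign cutoff, the mean of all compounds plus 3 SD, cut at about 60% in these data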;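 further: 0% = DMSO-treated cells and 100% = gossypol-treated cells at 36 µM; higher means less SRC3-driven luciferase light from the GAL4 reporter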
SRC2 inh: human SRC2 (NCOA2) inhibition. Q15596. HEK293 GAL4-SRC2 luciferase reporter, luminescence. inhibition, % at 9 µM. 370,000 tested, 0.17% active;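 active means inhibition above the mean inhibition of all tested compounds plus 3 SD, set per campaign, cut at about 52% in these data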;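 further: 0% = DMSO treated cells and 100% = cells given Gossypol at 36 µM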
TLR9-MyD88 block: TLR9-MyD88 interaction inhibition; Q9NR96+Q99836; CHO BLA complementation TLR9-MyD88, CCF4 FRET ratio; inhibition, % at 4.98 µM; 340,000 tested, 0.21% active;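 active means inhibition above the mean over all tested compounds plus 3 SD, cut at about 21% in these data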;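 further: 0% = DMSO only wells and 100% = clavulanate BLA inhibitor control wells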
Target sequence (Q99836 whole entry, looked up): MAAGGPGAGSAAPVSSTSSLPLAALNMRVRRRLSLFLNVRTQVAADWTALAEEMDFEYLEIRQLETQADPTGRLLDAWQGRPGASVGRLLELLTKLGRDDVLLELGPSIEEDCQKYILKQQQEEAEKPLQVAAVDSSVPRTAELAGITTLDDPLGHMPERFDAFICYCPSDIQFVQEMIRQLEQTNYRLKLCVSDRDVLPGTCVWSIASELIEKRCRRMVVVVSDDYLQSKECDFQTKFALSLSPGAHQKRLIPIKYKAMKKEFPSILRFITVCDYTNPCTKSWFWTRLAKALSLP
Target sequence (Q9NR96 whole entry, looked up): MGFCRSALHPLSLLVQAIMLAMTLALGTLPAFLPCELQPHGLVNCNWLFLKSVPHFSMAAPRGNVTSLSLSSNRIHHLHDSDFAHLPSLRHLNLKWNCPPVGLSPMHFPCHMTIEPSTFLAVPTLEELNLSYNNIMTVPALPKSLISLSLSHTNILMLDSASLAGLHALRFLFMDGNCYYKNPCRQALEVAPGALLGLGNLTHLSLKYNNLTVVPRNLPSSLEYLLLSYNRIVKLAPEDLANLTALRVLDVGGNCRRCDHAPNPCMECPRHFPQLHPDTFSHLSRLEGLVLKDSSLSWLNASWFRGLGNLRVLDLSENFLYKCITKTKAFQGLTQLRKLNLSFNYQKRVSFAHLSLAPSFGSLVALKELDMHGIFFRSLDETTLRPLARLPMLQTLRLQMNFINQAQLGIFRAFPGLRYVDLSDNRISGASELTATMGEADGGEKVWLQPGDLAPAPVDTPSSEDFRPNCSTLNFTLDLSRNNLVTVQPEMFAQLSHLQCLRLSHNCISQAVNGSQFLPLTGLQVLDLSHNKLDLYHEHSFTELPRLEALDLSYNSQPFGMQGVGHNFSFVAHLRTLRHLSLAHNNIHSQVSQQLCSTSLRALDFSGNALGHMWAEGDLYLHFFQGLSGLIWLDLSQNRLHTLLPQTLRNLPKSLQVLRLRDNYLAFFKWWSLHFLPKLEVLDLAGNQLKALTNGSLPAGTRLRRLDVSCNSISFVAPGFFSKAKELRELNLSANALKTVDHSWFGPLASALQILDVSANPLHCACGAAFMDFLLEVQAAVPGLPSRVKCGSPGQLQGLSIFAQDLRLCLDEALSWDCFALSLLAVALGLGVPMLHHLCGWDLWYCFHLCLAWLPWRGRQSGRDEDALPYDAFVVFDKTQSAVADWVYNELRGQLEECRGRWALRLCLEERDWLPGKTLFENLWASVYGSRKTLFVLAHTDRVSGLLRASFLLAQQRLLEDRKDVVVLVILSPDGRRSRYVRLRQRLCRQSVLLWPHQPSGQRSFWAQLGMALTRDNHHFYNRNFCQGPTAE
NR2F2 inh: NR2F2 (human) inhibition, primary screen; P24468; AID 686940; 370,000 tested, 0.7% active; inhibition, % at 8.6 µM; HEK293T NGFI-A luciferase reporter, luminescence;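 active means inhibition above a per-plate cutoff, mean inhibition of test wells between control levels plus 3 SD, cut at about 38% in these data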;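 further: cells cotransfected with COUP-TFII expression vector driving the NGFI-A reporter; 0% = median of COUP-TF2 test wells and 100% = reporter-only cells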
LMP1 NFkB inh: inhibitors of Epstein-Barr LMP1-induced NF-kappaB reporter; LMP1-induced NF-kappaB luciferase reporter cells, luminescence; inhibition, % at 12.5 µM; 350,000 tested, 0.69% active; in the data active means inhibition above about 41%;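 further: 0% = neutral control wells and 100% = reference inhibitor control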
NOD2-RIPK2 inh: NOD2-RIPK2 protein interaction inhibition. O43353. CHO BLA complementation NOD2-RIPK2, CCF4 ratio. inhibition, % at 4.98 µM. 360,000 tested, 0.38% active. AID 624267; in the data active means inhibition above about 21%;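 further: 0% = vehicle only and 100% = reference blocker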
MC4R antag cAMP: antagonists of human melanocortin 4 receptor (MC4R). P32245. MC4R-expressing cells, MTII-stimulated cAMP, LANCE TR-FRET. inhibition, % at 6.5 µM. 360,000 tested, 0.48% active. AID 540295;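 active means inhibition above its plate's cutoff, the mean of tested wells on that plate plus 3 SD, cut at about 29% in these data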;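 further: 0% = Melanotan II alone and 100% = Melanotan II plus saturating MCL0020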
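System – human MC4R-expressing U2OS cells · Also added – Melanotan II · Dosing – one concentration, 6.5 µM nominal · Timing – 30-min compound, 1-h challenge, 1-h detection, room temperature · Measured by – Eu-cAMP/anti-cAMP TR-FRET, emission 671 nm · Replicates – singlicate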
NCOA1 inh: inhibits human SRC1 coactivator | Q15788 | HEK293 GAL4-SRC1 luciferase reporter, luminescence | inhibition, % at 3.6 µM | 360,000 tested, 0.12% active | AID 588354;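 active means inhibition above the campaign mean plus 3 SD, with each screening campaign given its own cutoff, cut at about 60% in these data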;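 further: 0% = DMSO treated cells and 100% = gossypol at 36 µM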
ABHD5-PLIN5 inh: inhibitors of human ABHD5-perilipin-5 interaction; 360,000 tested, 0.78% active; inhibition, % at 4 µM; AID 602281; Split G. princeps luciferase complementation, luminescence, 4 h; Q00G26+Q8WTS1;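 active means inhibition above the mean inhibition across every tested compound plus 3 SD, cut at about 22% in these data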;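 further: 0% = DMSO only wells and the 100% control is not disclosed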
Numbers without * were called inactive; . = no result given. Only part of the results is shown (hit frequency here may not be typical).

structure	NOD2-RIPK2 inh	LMP1 NFkB inh	NR5A2 inv ag	SRC2 inh	NCOA1 inh	MC4R ag barr	NR2F2 inh	NCOA3 inh	TLR9-MyD88 block	ABHD5-PLIN5 inh	MC4R antag cAMP
CC(=O)N1CCN(c2ccc(NCc3ccc(Br)o3)cc2)CC1	-2	4	17	8	-6	-1.0	11	4	-4	-12	-6
O=C(NCCO)c1ccc(-c2ccc3nncn3c2)cc1	-14	.	13	-13	13	0.0	-8	4	.	6	-2
CCOC(=O)Cn1nc(C)n(-c2ccccc2)c1=O	-1	2	5	-8	3	-1.0	2	7	7	0	0
COc1ccc(OC)c(NC(=O)c2cnc3n(c2=O)CCS3)c1	-10	-16	4	1	9	-1.6	-13	4	4	6	-1
O=C(N=Nc1c(O)[nH]c2ccccc12)c1ccco1	-13	-22	-95	-18	-122	-3.2	-38	-81	8	2	-27
Cc1ccc(C2=N/C(=C\N3CCCCC3)C(=O)O2)cc1	-3	-24	-158	-58	-125	0.5	-21	-93	-6	5	-10
CC(=O)c1ccc(NC2c3ncccc3C(=O)N2Cc2ccc(F)cc2)cc1 (stereo not given)	-7	0	-11	-12	-1	0.1	-1	-9	-6	-3	-1
COc1ccc(CCN2CC(O)=C(c3nc4ccccc4c(=O)[nH]3)C2=N)cc1OC	1	-8	-2	-18	18	-1.7	-16	0	1	4	6
CC(C)(C)SCCNC(=O)CN1C(=O)c2cccc3cccc1c23	6	-11	8	13	-4	-1.1	13	-4	3	-2	1
OC[C@H]1O[C@H](OCCc2ccc(O)cc2)[C@H](O)[C@@H](O)[C@@H]1O	-13	-8	-10	-20	-5	0.1	1	0	-2	-4	2
Cc1cc(C)n2nc(C(=O)Nc3cccc(S(=O)(=O)N4CCOCC4)c3)nc2n1	2	-1	11	-13	-6	-0.1	-11	10	-1	7	4
C[C@H](CO)N1C[C@H](C)[C@H](CN(C)Cc2cccc(O)c2)OCc2ccccc2-c2c(n(C)c3ccccc23)C1=O	-4	-3	-24	11	-2	2.3	4	9	-6	2	13
CC1(C)CC(=O)C=C(N2CCCC2)C1	-7	0	-4	5	-16	-0.4	-19	12	-5	0	24
Cc1cccc(C(=O)O)c1NC(=O)c1ccc(F)cc1	0	-1	1	0	-12	-0.4	0	-12	2	-3	10
Cc1cc(C)cc(N(CC(=O)NCCSc2ccccn2)S(=O)(=O)c2ccccc2)c1	9	2	-9	-14	-2	0.1	11	1	-11	1	5
Cc1nc2cc(CO)ccc2s1	-8	12	11	-4	-16	-1.9	-8	11	0	-3	-1
COc1ccc(CNC(=O)CCS(=O)(=O)c2ccc3c(c2)NC(=O)CS3)cc1	5	-7	13	-7	13	-0.7	-7	2	2	0	4
Cc1c(O)ccc2c(=O)c(-c3nncn3-c3ccccc3)coc12	-11	-3	-7	12	6	-0.5	-11	13	1	11	-3
CCCCNC(=S)NCc1ccc2[nH]c(C)cc2c1	3	4	-17	-5	-1	0.0	12	-12	0	7	11
O=C(O)c1ccccc1SCC(=O)N1c2ccccc2Sc2ccccc21	-15	-11	-9	-35	-24	0.4	-5	-31	-9	-3	13
COC(=O)C(C)Oc1ccc(-c2nccc(-c3ccc(F)cc3)n2)cc1 (stereo not given)	-3	2	-12	-5	0	1.8	-4	10	10	-7	20
CC(C)N1CC(C(=O)Nc2ccc(F)c(Cl)c2)CC1=O (stereo not given)	-4	-3	4	1	-33	-1.8	-8	-12	0	-2	-4
CCOC(=O)c1c2n(c3ccc(OC(C)=O)cc13)CCC2	4	6	-3	1	3	-2.5	-17	1	1	8	7
COc1ccc(C(=O)Nc2ccc(N3CCN(C)CC3)cc2)cc1OC	-8	-21	-36	-67	-40	-1.4	-38	-41	9	3	-7
O=C(NCC1CCCO1)c1cc(-c2ccccc2)nc2ccc(Br)cc12 (stereo not given)	3	-26	0	18	-13	-1.3	20	-7	0	-7	11
C[C@@H]1CN([C@@H](C)CO)C(=O)CCCn2nncc2CO[C@@H]1CN(C)C(=O)Nc1ccc(N2CCCCC2)cc1	-1	-1	14	23	-10	-0.3	-11	-24	-11	0	-5
C/C(Nc1ccc(C)cc1)=C(/C#N)C(N)=O	11	-3	-6	-20	-46	-3.0	-1	3	-1	4	9
CCOc1ccc(CCNC(=O)c2cccc(-n3cnnn3)c2)cc1OCC	-1	0	7	3	1	-0.6	21	-19	-5	5	4
Cc1ccc(NC(=O)COC(=O)c2ccc(NC(=O)CC#N)cc2)cc1S(=O)(=O)N1CCOCC1	9	-3	-6	3	-18	-2.2	7	-25	0	1	0
O=C(CSc1cccc[n+]1[O-])c1ccccc1Br	-11	-2	-15	-9	-7	-2.3	-1	3	3	-2	-3
O=C(Nc1ccc(S(=O)(=O)N2CCOCC2)cc1)c1ccc(Cl)c([N+](=O)[O-])c1	4	4	2	-9	-24	-1.2	-2	-2	-15	10	13
CCN(C1CCCCC1)S(=O)(=O)c1ccc(C(=O)O)cc1	1	1	-7	4	-8	-2.3	4	0	2	0	-6
CC(=O)N(CN1C(=O)CCC1=O)c1ccc(Cl)c(Cl)c1	-3	1	11	9	23	-2.8	17	12	-10	1	-1
CCOc1cc(C(=O)OCC(=O)Nc2ncc(Cl)c(C)c2Cl)ccc1OCC(=O)N1CCOCC1	-19	-1	-1	-10	-13	0.1	-3	4	5	1	16
CCOC(=O)CCC(=O)N1CCOCCOCCN(C(=O)CCC(=O)OCC)CCOCCOCC1	-2	-12	6	-25	-23	-0.2	3	-6	6	-6	6
Cn1c(=N)n(CC(=O)c2ccccc2)c2ccccc21	7	.	-82	-32	-78	-0.1	-28	-64	.	4	4
COc1ccc(N2CCN(C(=O)CSc3ncnc4scc(-c5ccc(C)cc5)c34)CC2)cc1	2	3	23	18	7	-1.3	8	-2	5	13	2
CN1CCC(=NNC(=O)CN(c2ccc(Oc3ccccc3)cc2)S(C)(=O)=O)CC1	2	7	-21	6	1	0.2	2	20	-3	3	-4
COc1ccc(N=c2oc3ccc(OC)cc3cc2-c2nc3ccccc3[nH]2)cc1	-2	-90	-108	-56	-78	1.1	-53	-105	10	-1	7
CC(C)CN(CC(C)C)C(=O)Nc1ccccc1F	0	3	-12	23	5	-2.4	6	6	-5	3	10

Sorted by molar mass (falling): some entries from above.
structure	NOD2-RIPK2 inh	LMP1 NFkB inh	NR5A2 inv ag	SRC2 inh	NCOA1 inh	MC4R ag barr	NR2F2 inh	NCOA3 inh	TLR9-MyD88 block	ABHD5-PLIN5 inh	MC4R antag cAMP
CCOc1cc(C(=O)OCC(=O)Nc2ncc(Cl)c(C)c2Cl)ccc1OCC(=O)N1CCOCC1	-19	-1	-1	-10	-13	0.1	-3	4	5	1	16
Cc1ccc(NC(=O)COC(=O)c2ccc(NC(=O)CC#N)cc2)cc1S(=O)(=O)N1CCOCC1	9	-3	-6	3	-18	-2.2	7	-25	0	1	0
COc1ccc(N2CCN(C(=O)CSc3ncnc4scc(-c5ccc(C)cc5)c34)CC2)cc1	2	3	23	18	7	-1.3	8	-2	5	13	2
CN1CCC(=NNC(=O)CN(c2ccc(Oc3ccccc3)cc2)S(C)(=O)=O)CC1	2	7	-21	6	1	0.2	2	20	-3	3	-4
O=C(Nc1ccc(S(=O)(=O)N2CCOCC2)cc1)c1ccc(Cl)c([N+](=O)[O-])c1	4	4	2	-9	-24	-1.2	-2	-2	-15	10	13
COc1ccc(N=c2oc3ccc(OC)cc3cc2-c2nc3ccccc3[nH]2)cc1	-2	-90	-108	-56	-78	1.1	-53	-105	10	-1	7
CCOc1ccc(CCNC(=O)c2cccc(-n3cnnn3)c2)cc1OCC	-1	0	7	3	1	-0.6	21	-19	-5	5	4
O=C(CSc1cccc[n+]1[O-])c1ccccc1Br	-11	-2	-15	-9	-7	-2.3	-1	3	3	-2	-3
CC(C)CN(CC(C)C)C(=O)Nc1ccccc1F	0	3	-12	23	5	-2.4	6	6	-5	3	10
Cn1c(=N)n(CC(=O)c2ccccc2)c2ccccc21	7	.	-82	-32	-78	-0.1	-28	-64	.	4	4
C/C(Nc1ccc(C)cc1)=C(/C#N)C(N)=O	11	-3	-6	-20	-46	-3.0	-1	3	-1	4	9

(more compounds)
structure	NOD2-RIPK2 inh	LMP1 NFkB inh	NR5A2 inv ag	SRC2 inh	NCOA1 inh	MC4R ag barr	NR2F2 inh	NCOA3 inh	TLR9-MyD88 block	ABHD5-PLIN5 inh	MC4R antag cAMP
CCc1ccc(N2CC(C(=O)OCC(=O)c3c(N)n(CC(C)C)c(=O)n(C)c3=O)CC2=O)cc1 (stereo not given)	6	7	-2	7	16	-1.6	11	11	6	-8	13
Cc1nc(NC(=O)c2ccc(Br)o2)ccc1Br	-14	-19	-19	-63	-42	-0.6	-2	-25	3	0	-4
COc1cccc(NC(=O)CSc2ccccn2)c1	6	-24	-60	-43	-53	0.3	-12	-74	-9	-4	8
O=C(COC(=O)c1cc(-c2cccc3ccccc23)nc2ccccc12)NC1CCS(=O)(=O)C1 (stereo not given)	-6	-10	14	10	-20	1.4	3	10	-2	1	9
COc1ccccc1N1CCN(C(=O)CSc2nc3ccccc3[nH]2)CC1	1	-6	-15	-9	7	-1.8	-1	2	8	-2	0
COCCN(Cc1cc2ccc(C)c(C)c2nc1Cl)C(=O)N1CCOCC1	-2	-16	-13	-17	-9	-4.1	3	1	6	4	4
Cc1cc(C)n(C(=O)CNc2ccccc2Cl)n1	6	-8	-4	15	-3	1.0	-3	-30	5	2	4
O=C(Nc1cccc(S(=O)(=O)N2CCCC2)c1)c1cc(-c2ccccn2)nc2ccccc12	8	4	19	-8	21	-1.4	7	13	-5	9	11
Cc1ccc(NC(=O)c2sc(N)nc2-c2ccc([N+](=O)[O-])cc2)c(C)c1	5	8	6	24	9	0.6	8	16	12	1	-6
CCN(c1ccccc1)S(=O)(=O)c1cc(NC(=O)COC(=O)C2CC2)ccc1Cl	1	-4	-22	26	-19	-0.7	-5	-9	-8	-4	2
O=C1c2ccccc2C(=O)N1CC1=CCS(=O)(=O)C1	0	5	-8	-17	8	-2.8	-4	-10	-4	-5	0
NC(=O)C1CCN(C(=O)C2CCN(C(=O)Nc3ccccc3)CC2)CC1	-15	-4	-19	-21	-24	0.0	17	-3	7	3	9
COc1ccc(/C=C2\SC(=S)N(NS(=O)(=O)c3ccccc3)C2=O)c(OC)c1	-3	6	-2	-40	-3	0.4	9	-34	2	-3	1
